Assay outcomes: PubChem, National Center for Advancing Translational Sciences (NCATS)
Glioma ERSR ind = qHTS for Inducers of the Endoplasmic Reticulum Stress Response (ERSR) in Human Glioma: qHTS; hit rate 0.02% among 420,000; Potency, µM, for inactives: at the top dose activation, most hits filed as activators; AID 602332, 2012; U87-MG GRP78 promoter luciferase reporter, 16 h; also: series mostly up to about 76 µM; % of control where 0% means no effect; nearly all actives have a fitted effect of over 35% in size
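Stably transfected U87-MG human glioma cells carrying a GRP78-based luminescent sensor were seeded at 1000 cells/well, pin-dosed with compounds and incubated 16 h. Luciferase reagent was then added, and end-point luminescence was read after 10 min at room temperature.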
Vif-APOBEC3G blk = qHTS for Inhibitors of Vif-A3G Interactions: qHTS. hit rate 0.076% among 410,000. HeLa A3G-eYFP + Vif (tagged APOBEC3G with the HIV-1 protein that degrades it), YFP fluorescence, overnight. Potency, µM (doses to about 46.1 µM), for inactives: at the top dose activity, negative = active, most hits filed as inhibitors;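 also: % is scaled to controls: 0 for no effect and ±100 for the full control effect; nearly all actives have a fitted effect of over 60% in size; hits raise eYFP signal because A3G escapes Vif-driven loss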
Target sequence (Q9HC16 whole entry, looked up): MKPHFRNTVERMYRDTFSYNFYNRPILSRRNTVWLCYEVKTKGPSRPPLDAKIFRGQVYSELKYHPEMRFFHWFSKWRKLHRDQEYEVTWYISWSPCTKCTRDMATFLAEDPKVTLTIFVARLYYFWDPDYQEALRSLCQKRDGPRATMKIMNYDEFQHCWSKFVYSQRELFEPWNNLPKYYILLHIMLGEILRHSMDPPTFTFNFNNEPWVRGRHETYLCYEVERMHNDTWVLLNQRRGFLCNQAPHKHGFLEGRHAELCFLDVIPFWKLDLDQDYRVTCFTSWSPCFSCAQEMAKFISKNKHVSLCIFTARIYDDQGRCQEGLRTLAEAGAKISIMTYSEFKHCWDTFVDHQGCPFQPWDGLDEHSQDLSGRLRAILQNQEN
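Read-out is eYFP fluorescence (Ex 488/Em 500-530) from Vif-expressing HeLa A3G-eYFP cells; more signal means A3G escaped Vif-mediated degradation. Cells plated overnight, compound pinned in, incubated overnight at 37 deg C.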
The depositor's hits bear a star; u = inconclusive; & = joins results of further samples. Calls follow the shape of the dose curve; as a rule, active = well fitted curve in the direction sought with a large enough effect; inconclusive = small, poorly fitted or top-dose-only effect, or another doubt; inactive = no such curve, though single readings can be large; an effect the other way counts as inactive or inconclusive. Potency is read from the fitted curve at half-maximal effect.

SMILES | Glioma ERSR ind | Vif-APOBEC3G blk
COc1cccc(-c2cc(CNC(=O)[C@H]3O[C@@H](n4ccc(N)nc4=O)[C@H](O)[C@@H]3O)no2)c1 | -4% | -2%
CCCCNC(=O)c1ccc2nc(CC)c(N(CC)CCOC)n2c1 | -5% | 0%
COC(=O)c1ccccc1COc1cccn2c(N(C)C(=O)CCC3CCCC3)c(C)nc12 | -3% | -5%
CCCCC(=O)N(C)c1c(CC)nc2c(OCc3ccc(Cl)cc3Cl)cccn12 | 3% | -10%
C[C@@H]1CN([C@H](C)CO)C(=O)CCCn2cc(nn2)CO[C@H]1CN(C)C(=O)c1ccc(N2CCN(C)CC2)cc1 | -2% | 0%
S=Cc1nc2ccccc2[nH]1 | -1% | -2%
CC(=O)C(=Cc1cccc(C#N)c1)C(=O)c1ccccc1 | -10% | u
COc1ccccc1-c1cnc(C(O)c2cc(C)ccc2C)[nH]1 (stereo unspecified) | -4% | -5%
Cn1nc(C2CC2)cc1NC(=O)C1(C)CCN1C(=O)c1ccccc1CCc1ccccc1 (stereo unspecified) | -2% | 1%
CC1(C(=O)NS(=O)(=O)c2cccc(F)c2)CCN1C(=O)C1CCCCC1 (stereo unspecified) | 0% | 5%
CC(=O)Nc1cc(O)c2nonc2c1O | -11% | -26%
COc1ncccc1-c1cc2nc(NCCCN(C)C)n(C)c(=O)c2s1 | 2% | 0%
Cc1ccc2nc(C3CCCCC3)c(Cc3cccc(F)c3)n2c1 | -1% | -2%
COc1ccc(C(C)=O)cc1Cn1c(C)c(C(=O)NCc2cccc(C(F)(F)F)c2)sc1=O | -3% | 1%
O=C(Nc1cccc(S(=O)(=O)N2CCCC2)c1)[C@@H]1O[C@H](CO)[C@@H](O)[C@H]1O | -3% | -6%
CC(C)Cc1ccc(-c2ccc3nccn3c2)cc1 | -2% | -1%
CC(C)(C)c1ccc(C(=O)N2CCC2(C)C(=O)NCCC#N)cc1 (stereo unspecified) | -4% | -3%
O=C(Nc1ccc2ccccc2c1)c1nc(S(=O)(=O)Cc2ccccc2F)ncc1Cl | -9% | -15%
CC(C)NC(=O)c1csc(COCCO)n1 | -5% | 1%
O=C(NCC(F)(F)F)c1csc([C@@H]2O[C@H](CO)[C@H](O)[C@H](O)[C@H]2O)n1 | -1% | 0%
Nc1nc2c(ncn2[C@@H]2O[C@H](CNCC3=Cc4cc(O)ccc4OC3)[C@@H](O)[C@H]2O)c(=O)[nH]1 | -2% | -1%
CC(=NNC1=NCCN1)c1cnn(C2=NCCN2)c1C | -2% | 0%
Cc1ccc(S(=O)(=O)N2C[C@H]3C(=O)C[C@@H](c4ccccc4F)N(S(=O)(=O)c4ccc(C)cc4)[C@H]3C[C@H]2c2ccccc2)cc1 | -4% | 3%
CS(=O)(=O)N1CCN(/[N+]([O-])=N/Oc2ccc([N+](=O)[O-])cc2[N+](=O)[O-])CC1 (tested in a mixture with another compound) | -5% | -1%
CNC(=O)C1(C(F)(F)F)C/C(=C/CCO)CCCO1 (stereo unspecified) | -7% | -1%
More entries.
SMILES | Glioma ERSR ind | Vif-APOBEC3G blk
Cc1ccc(-c2nnc3ccc(SCC(N)=O)nn23)cc1 | 1% | -2%
C=C1C=C(C(F)F)n2ncc(C(=O)NC(C)CC)c2N1 (stereo unspecified) | -2% | -4%
CCc1ccc2c(c1)NC(=O)C2(C)Cc1ccc(OC(F)(F)F)cc1 (stereo unspecified) | -7% | -2%
CCOC(=O)C1=CCN(S(=O)(=O)c2ccccc2Br)C1c1ccc(Br)cc1 (stereo unspecified) | -4% | -2%
COc1ccc(NC(=O)C2(C)Cc3c(-c4cccc(C(F)(F)F)c4)ccnc3O2)cn1 (stereo unspecified) | -5% | u
CN(C)C(=O)c1cccc(-c2cc(NC=O)c3ncc(-c4ccc(F)cc4)n3c2)c1 | -2% | u
CCCCC(=O)N(C)c1c(CC)nc2c(OCC(=O)N3CCOCC3)cccn12 | -6% | 1%
O=C(Nc1cc(C(=O)Nc2ccc(S(=O)(=O)O)cc2S(=O)(=O)O)cc(C(=O)Nc2ccc(S(=O)(=O)O)cc2S(=O)(=O)O)c1)Nc1cc(C(=O)Nc2ccc(S(=O)(=O)O)cc2S(=O)(=O)O)cc(C(=O)Nc2ccc(S(=O)(=O)O)cc2S(=O)(=O)O)c1 | -6%&-3% | 4%
CC(=O)NCCNc1nc2cc(-c3ccccc3C)sc2c(=O)n1C | 2% | -6%
O=C(c1ccc(-n2cncn2)c2ccoc12)N1CCOCC1 | -3% | -2%
CC(=O)Nc1ccc(NC(=O)C2(C)Cc3c(-c4cccc(C(N)=O)c4)ccnc3O2)cc1 (stereo unspecified) | 0% | -1%
COc1cc(CCN(C(=O)c2cc3ccccc3[nH]2)C(C)c2nc3ccccc3[nH]2)cc(OC)c1 (stereo unspecified) | -4% | -18%
NC(c1csc(Nc2ccc(C(=O)NCCCO)cn2)n1)c1ccccc1Cl (stereo unspecified) | -4% | -3%
CC(C)c1ccc(NC(=O)Nc2nc(C(N)c3ccccc3Cl)cs2)cc1 (stereo unspecified) | -10% | -15%
O=c1cc(CN2CCN(c3ccc(Cl)c(Cl)c3)CC2)c2c(ccc3ccccc32)o1 | -4% | 0%
CC(=O)Oc1ccccc1Cn1c(C)c(C(=O)NCc2ccccc2C(F)(F)F)sc1=O | 0% | 0%
OC(c1ccc(-c2ccccc2)cc1)c1ncc(-c2ccccc2Cl)[nH]1 (stereo unspecified) | -4% | -12%
COc1ccc(-c2csc(C(C)(O)c3ccccc3)n2)cc1 (stereo unspecified) | 2% | -3%
O=C(Nc1ccc2c(c1)OCO2)c1cc(C2CCCCN2C(=O)c2ccc(Cl)cc2)on1 (stereo unspecified) | 3% | -10%
CCCS(=O)(=O)NC(=O)C1(C)CCCN(C(=O)COc2ccc(Cl)cc2Cl)C1 (stereo unspecified) | -2% | -5%
COC(=O)[C@H](Cc1ccccc1)NC(=O)/C=C/[C@H]1O[C@@H](n2ccc(=O)[nH]c2=O)[C@H](O)[C@@H]1O | -2% | 0%
O=[N+]([O-])c1ccc(/C=C/c2cc(Cl)nc3ccccc23)cc1 | -3% | 0%
CN1OC[C@@H]2CN(C(=O)C(C)(C)C)[C@H](c3ccc(-c4cccnc4)cc3)C[C@@H]21 | -1% | 0%
Cc1cccc(C)c1Cn1c(C)c(C(=O)NCCC#N)sc1=O | -1% | 3%
CC(C)(C)n1ncc2c(=O)n(Cc3ccc(F)cc3Cl)cnc21 | -4% | 5%
The list goes on.
SMILES | Glioma ERSR ind | Vif-APOBEC3G blk
Cn1c(=O)c2cc(NC(=O)NCCc3cccs3)ccc2n1C/C=C/c1ccccc1 | -3% | -1%
N#Cc1ccc(OCc2c(-c3ccccc3)nnn2CC(=O)O)cc1 | -5% | -2%
CN1CCN(c2ccc(CNC(=O)c3cccc4c(-c5ccc(F)c(F)c5)coc34)cc2)CC1 | -12% | -19%
CC1(C(=O)NS(=O)(=O)c2cccc(OC(F)F)c2)CCN1C(=O)CCc1cccs1 (stereo unspecified) | -1% | -3%
O=C(NCC1CC1)c1ccc2nc(-c3ccoc3)c(-c3ccoc3)nc2c1 | -2% | -6%
O=C(NC(c1ccccc1)c1cnccn1)C1CCN(CCCOc2ccccc2)CC1 (stereo unspecified) | -1% | -3%
CC1(C(=O)NS(=O)(=O)Cc2cccc(Cl)c2)CCN1C(=O)C/C=C/c1ccccc1 (stereo unspecified) | -5% | -5%
CC1(C(=O)NC2CCCC2)CCC(=O)N1CCc1c[nH]c2ccccc12 (stereo unspecified) | 0% | -1%
COc1ccc(OCCN2CCC(C(=O)NC(c3ccc(F)cc3)c3ccc4ccccc4n3)CC2)cc1 (stereo unspecified) | -4% | -16%
Cc1cc(/C=C/c2nc3ccccc3s2)ccc1N(C)C | -1% | 4%
Cc1cccc(-c2cnc(C(O)c3ccc(-c4ccccc4)cc3)[nH]2)c1 (stereo unspecified) | -1% | -12%
Cc1ccc(S(=O)(=O)N2C[C@H]3[C@H]4C(=O)N(C5CCCCC5)C(=O)[C@H]4CC(=O)[C@H]3[C@@H]2c2ccccc2F)cc1 | -3% | -5%
CC(C)CNc1ncnc2nc[nH]c12 | -2% | 2%
CC1(C(=O)NS(=O)(=O)c2ccc(C#N)cc2)CCN1C(=O)Cc1cccc2ccccc12 (stereo unspecified) | -2% | -3%
O=C(C[n+]1cc(Br)cc(Br)c1)c1ccc2c(c1)CCCC2 | -3% | 0%
CCCC(=O)N1CCC1(C)C(=O)Nc1ccc2nccnc2c1 (stereo unspecified) | -2% | -2%
O=Nc1ccc(/C=C/c2ccnc3ccccc23)cc1 | -4% | 0%
COC[C@@H]1CCCN1[C@H]1CS(=O)(=O)N[C@@H]1COCc1ccccc1 | -4% | -1%
COc1ccc(C(=O)N2CCC2(C)C(=O)O)cc1F (stereo unspecified) | 5% | 2%
COc1ccc(Sc2ccc(NC(=O)c3cccc(Cl)c3)cc2C#N)cc1 | -3% | -3%
CC(C)c1ccc(NC(=O)C2Cc3c(-c4cccc(F)c4)ccnc3O2)cc1 (stereo unspecified) | -4% | -2%
CNC(=O)[C@]1(C(F)(F)F)C[C@H](CCc2ccccc2)CCCO1 | -2% | 0%
COc1ccccc1N=NNc1ccc(S(=O)(=O)NC(C)=O)cc1 | 1% | 0%
CCOCCC(=O)Nc1ccc2c(c1)c(=O)n(C)n2Cc1cccc(C(F)(F)F)c1 | 1% | -2%
O=C(NCc1ccc(F)cc1)Nc1nnc([C@@H]2C[C@H](O)[C@@H](CO)O2)s1 | -1% | 4%
New compounds follow:
SMILES | Glioma ERSR ind | Vif-APOBEC3G blk
Cc1cc(N2CCOCC2)nc2ccc(NC(=O)C3CCCCC3)cc12 | 0%&-3% | -2%&0%
CN(C)c1ccc(CCc2ccnc3ccccc23)cc1 | 1% | 3%
COc1ccc(C(C)(O)c2nc(-c3cnc4ccccc4c3)cs2)cc1 (stereo unspecified) | -1% | 0%
CC(=O)Nc1ccc(CNc2nc(NCCN(C)C)nc3cc(-c4ccccc4)sc23)cc1 | -9% | u
C[C@H](O)[C@@H]1CN2CCc3c([nH]c4ccccc34)[C@@H]2C[C@@H]1N(C)C(=O)OCc1ccccc1 | -5% | -19%
c1ccc2c(-c3cccc4nccn34)cncc2c1 | -2% | 0%
O=C(C[N+]12CN3CN(CN(C3)C1)C2)c1ccc(-c2ccccc2)cc1 | 3% | 1%
COc1ccc(/C=C\c2nccc3c2[nH]c2ccccc23)cc1 | 2% | u
COc1ccc(Cc2c(C(C)(C)C)nc3c(C)cc(Br)cn23)c(C)c1 | -2% | -2%
COc1ccc(C(C)(O)c2nc(-c3ccc(OC)nc3)cs2)cc1 (stereo unspecified) | -3% | -3%
CN(C)c1ccc(/C=C/c2ccnc3c(Cl)cccc23)cc1 | -4% | 3.5µM*
NS(=O)(=O)c1ccc(CCNc2ccn3nc(-c4cccc(C(F)(F)F)c4)cc3n2)cc1 | -6% | -16%
Cc1cccnc1C(NC(=O)C1CCN(Cc2ccc3ccccc3n2)CC1)c1ccc(Cl)cc1 (stereo unspecified) | -1% | -6%
COc1ccc2c(CN3CCOCC3)cc(=O)oc2c1 | 1% | 1%
Cc1c(C(=O)NCc2ccc3c(c2)OCCO3)sc(=O)n1Cc1ccccc1F | -2% | -6%
Cc1ccnc2ccc(Br)cc12 | 2% | -4%
O=C(CC[C@H]1O[C@@H](n2cnc3c(NC(=O)c4ccccc4)ncnc32)[C@H](O)[C@@H]1O)N[C@@H](CO)Cc1c[nH]c2ccccc12 | 17% | -1%
O=S1(=O)CC(N2CCN(CCO)CC2)CN1Cc1ccc(F)cc1 (stereo unspecified) | -5% | 0%
O=C(Nc1ccc(Oc2ccccc2)cc1)c1csc(COCCO)n1 | 0% | -1%

Molecules listed so far containing an NH in an aromatic ring (twelve):
SMILES | Glioma ERSR ind | Vif-APOBEC3G blk
S=Cc1nc2ccccc2[nH]1 | -1% | -2%
COc1ccccc1-c1cnc(C(O)c2cc(C)ccc2C)[nH]1 (stereo unspecified) | -4% | -5%
Nc1nc2c(ncn2[C@@H]2O[C@H](CNCC3=Cc4cc(O)ccc4OC3)[C@@H](O)[C@H]2O)c(=O)[nH]1 | -2% | -1%
COc1cc(CCN(C(=O)c2cc3ccccc3[nH]2)C(C)c2nc3ccccc3[nH]2)cc(OC)c1 (stereo unspecified) | -4% | -18%
OC(c1ccc(-c2ccccc2)cc1)c1ncc(-c2ccccc2Cl)[nH]1 (stereo unspecified) | -4% | -12%
COC(=O)[C@H](Cc1ccccc1)NC(=O)/C=C/[C@H]1O[C@@H](n2ccc(=O)[nH]c2=O)[C@H](O)[C@@H]1O | -2% | 0%
CC1(C(=O)NC2CCCC2)CCC(=O)N1CCc1c[nH]c2ccccc12 (stereo unspecified) | 0% | -1%
Cc1cccc(-c2cnc(C(O)c3ccc(-c4ccccc4)cc3)[nH]2)c1 (stereo unspecified) | -1% | -12%
CC(C)CNc1ncnc2nc[nH]c12 | -2% | 2%
C[C@H](O)[C@@H]1CN2CCc3c([nH]c4ccccc34)[C@@H]2C[C@@H]1N(C)C(=O)OCc1ccccc1 | -5% | -19%
COc1ccc(/C=C\c2nccc3c2[nH]c2ccccc23)cc1 | 2% | u
O=C(CC[C@H]1O[C@@H](n2cnc3c(NC(=O)c4ccccc4)ncnc32)[C@H](O)[C@@H]1O)N[C@@H](CO)Cc1c[nH]c2ccccc12 | 17% | -1%

A portion of the library (hit frequency here may not be typical).
